CHT PAM: CHT positive allosteric modulators, primary screen, cell-based, membrane potential dye, choline EC20 | 0.49% of 310,000 active | High affinity choline transporter 1 (Homo sapiens), Q9GZV3 | B-score at 10 µM | CHT-expressing cells; stronger effect = higher value; LV-AA mutant CHT in HEK293 cells;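 active = initial fluorescence not abnormally high and integrated response B-score, plate-corrected, over 3 SD above library mean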
Target sequence (Q9GZV3 whole entry, looked up): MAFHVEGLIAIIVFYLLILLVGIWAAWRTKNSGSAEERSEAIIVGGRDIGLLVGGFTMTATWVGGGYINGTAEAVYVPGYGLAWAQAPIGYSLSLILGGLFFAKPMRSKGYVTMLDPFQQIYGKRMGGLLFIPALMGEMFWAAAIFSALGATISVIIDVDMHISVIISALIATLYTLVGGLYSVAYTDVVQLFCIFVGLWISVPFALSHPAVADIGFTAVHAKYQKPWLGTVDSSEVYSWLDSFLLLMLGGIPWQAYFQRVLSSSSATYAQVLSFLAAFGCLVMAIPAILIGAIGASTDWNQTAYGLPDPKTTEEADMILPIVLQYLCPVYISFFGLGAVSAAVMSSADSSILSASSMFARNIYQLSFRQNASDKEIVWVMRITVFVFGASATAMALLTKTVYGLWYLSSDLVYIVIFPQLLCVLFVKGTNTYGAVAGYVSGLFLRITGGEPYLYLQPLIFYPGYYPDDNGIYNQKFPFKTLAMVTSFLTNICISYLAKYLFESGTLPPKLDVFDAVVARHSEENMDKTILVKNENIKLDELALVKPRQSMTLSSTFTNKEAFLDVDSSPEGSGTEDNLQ
CHT block: inhibitors of human choline transporter CHT; High affinity choline transporter 1 (Homo sapiens), Q9GZV3; CHT-expressing cells, membrane potential dye, choline response; stronger effect = lower value; B-score at 10 µM; 0.86% of 310,000 active;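 active = B-score over 3 SD under the library average, and starting fluorescence ratio not unusually high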;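 also: choline stimulus applied at its EC90 after an EC20 pre-addition; B-score computed on integrated fluorescence ratio after choline addition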
Numbers without * were called inactive; i = inactive.

Fields: CHT block | CHT PAM
1. COc1ccc(C2C=C(Nc3ccccc3)C(=O)N2c2ccccc2)cc1OC (stereo not given)
    i | i
2. COC(=O)c1ccc(NC(=O)CSc2nc3ccccc3c(=O)[nH]2)cc1
    i | i
3. Cc1ccc(NC(=O)CSCc2cc(=O)n3cc(C)sc3n2)cc1
    i | i
4. CCn1c(=N)n(CC(=O)c2cccc([N+](=O)[O-])c2)c2ccccc21
    i | i
5. O=C(N=Nc1c(O)[nH]c2ccc(F)cc12)C1COc2ccccc2O1 (stereo not given)
    i | i
6. Cc1nc2cc(OCc3cc(C(=O)NC(C)c4cnn(C)c4)no3)ccc2s1 (stereo not given)
    i | i
7. O=C(Cn1c(-c2cscn2)nc2ccccc21)Nc1ccccc1F
    i | i
8. Cc1ccc(C2(C)NC(=O)N(CC(=O)NCc3ccccc3Cl)C2=O)cc1 (stereo not given)
    i | i
9. CC[C@H](C)[C@H](NC(N)=O)C(=O)Nc1ccc2c(c1)OCO2
    i | i
10. Cc1cccc(OCCOCCN2CCOCC2)c1C
    i | i
11. COc1cc(NC(=O)COC(=O)CNC(=O)c2ccc(C)s2)cc(OC)c1
    i | i
12. Cc1nn2c(NCC(C)C)c3c(nc2c1-c1ccccc1)CCC3
    i | i
13. O=C(O)CSCc1ccc(Cl)cc1
    i | i
14. CCOC(=O)c1cn(-c2ccc([N+](=O)[O-])cc2)c2cc(Cl)c([N+](=O)[O-])cc2c1=O
    i | i
15. CC(C(=O)O)n1c2ccccc2c2cn[nH]c(=O)c21 (stereo not given)
    i | i
16. CCCCc1nnc(NC(=O)CN2C(=O)C3CCCCC3C2=O)s1 (stereo not given)
    i | i
17. S=C(NCCc1ccccc1)N/N=C/c1c(Cl)cccc1Cl
    i | i
18. O=C(NC1CCS(=O)(=O)C1)c1ccc(Br)o1 (stereo not given)
    i | i
19. CC(=O)c1ccc(Cc2ccc(C(C)=O)cc2)cc1
    i | i
20. O=C(COC(=O)c1cc([N+](=O)[O-])ccc1N1CCOCC1)c1ccccc1Cl
    i | i
21. CSc1cccc(NC(=O)CC(C)n2ccnc2)c1 (stereo not given)
    i | i
22. Cc1ccc(F)cc1NC(=O)c1cccc2nccnc12
    i | i
23. COc1ccc(N2C(=O)c3ccc(C(=O)OC(C)C)cc3C2=O)cc1
    i | i
24. COc1ccccc1CNC(=O)CSC(=S)N1CCCC1
    i | i
25. Cc1cc(C)n(-c2ccc(C(=O)Nc3cccc([N+](=O)[O-])c3)cc2)n1
    i | i
26. COC(=O)C1=C(CS(=O)(=O)c2ccccc2)NC(=O)NC1c1ccccc1 (stereo not given)
    i | i
27. CC(C)(C)c1ccc(C(=O)NCCCN2CCN(CCCNC(=O)c3ccc(C(C)(C)C)cc3)CC2)cc1
    i | i
28. Cc1cc2ccccc2c(=O)n1CC(=O)NCc1ccco1
    i | i
29. Nc1c(C(=O)Nc2ccc3c(c2)OCCO3)nnn1Cc1ccc(Cl)cc1
    i | i
30. Cc1ccc(/C=C/c2nc3ccccc3c(=O)[nH]2)cc1
    i | i
31. COc1ccc(-c2c(NCCc3ccccc3)c(=O)c2=O)cc1
    i | i
32. CC1(C)Cc2cccc(Oc3ccc(S(=O)(=O)N4CCCC4)cn3)c2O1
    i | i
33. CCCCCN(C(=O)CCC(=O)OCC(=O)NCc1cccc(OC)c1)c1c(N)n(CCCC)c(=O)[nH]c1=O
    i | i
34. Cc1ccc(S(=O)(=O)N2CC=C(c3ccc(F)cc3)CC2)cc1
    i | i
35. COc1ccccc1-c1cc(C(=O)NCc2ccco2)no1
    i | i
36. COc1ccc(C(=O)N/N=c2\oc3ccccc3cc2C(=O)NCc2ccccc2)cc1
    i | i
37. CCOC(=O)c1c[nH]n2c(=O)cc(C)nc12
    i | i
38. CC(=O)c1c(C)[nH]c(C(=O)NCCN2CCC(C)CC2)c1C
    i | i
39. CCCn1c(=O)c2ccccc2n2c(SCc3c(C(=O)OCC)oc4ccccc34)nnc12
    i | i
40. Cc1cc(N2CCOCC2)ccc1/C=C1\NC(=O)N(Cc2ccccc2F)C1=O
    i | i

Three structures already listed, sorted by molecular weight, high to low.
Fields: CHT block | CHT PAM
36. COc1ccc(C(=O)N/N=c2\oc3ccccc3cc2C(=O)NCc2ccccc2)cc1
    i | i
21. CSc1cccc(NC(=O)CC(C)n2ccnc2)c1 (stereo not given)
    i | i
37. CCOC(=O)c1c[nH]n2c(=O)cc(C)nc12
    i | i

New compounds follow:
Fields: CHT block | CHT PAM
41. Cc1cccc2sc(NNC(=O)c3ccc(S(=O)(=O)N4CC(C)CC(C)C4)cc3)nc12 (stereo not given)
    i | i
42. COc1ccc(-n2c(C)cc(/C=C3/SC(=S)N(C)C3=O)c2C)cc1
    i | i
43. CC1CCCC(NC(=O)CSC2CCCCC2)C1C (stereo not given)
    i | i
44. Nc1cccc(Nc2ccccc2)c1
    i | i
45. COc1ccc(C(=O)Oc2c(CN3CCOCC3)cc(Cl)c3cccnc23)cc1OC
    i | i
46. C=CCN1C(=O)C2(C(C#N)=C(N)Oc3n[nH]c(CCC)c32)c2ccccc21 (stereo not given)
    i | i
47. O=C(COc1ccccc1)Nc1nnc(-c2ccc(Cl)cc2)o1
    i | i
48. COc1cc(NC(=O)C2CCC(CNS(=O)(=O)c3csc(C(N)=O)c3)CC2)cc(OC)c1 (stereo not given)
    i | i
49. COc1ccccc1NC(=O)Cn1nc(C)n2cccc2c1=O
    i | i
50. CCc1nnc(NC(=O)C(C)C)s1
    i | i
51. COc1cc(C(C)=O)ccc1Oc1ncnc2c1cnn2-c1ccccc1
    i | i
52. COC(=O)C1=C(C)N(CCc2cc(OC)c(OC)c(OC)c2)C(=O)N[C@H]1c1ccc(Br)cc1
    i | i
53. CC1=CC2=NCC(O)CN2C=C1 (stereo not given)
    i | i
54. CCCCC(=O)OCc1nc(N)nc(Nc2ccccc2C)n1
    i | i
55. Cc1cc(=O)oc2cc(OCc3ccc(C(=O)OCC(=O)Nc4ccccc4OC(F)F)cc3)ccc12
    i | i
56. O=C(NCCCn1ccnc1)c1ccc(S(=O)(=O)N2CCCCCC2)cc1
    i | i
57. O=C(Nc1nccs1)c1ccc(-c2ccc(F)c(Cl)c2)o1
    i | i
58. Cc1nn(C)cc1CN(C)Cc1ccc(OCC(O)CN2CCCCC2)cc1 (stereo not given)
    i | i
59. COC(=O)CNC(=O)C1Cc2ccccc2CN1S(=O)(=O)c1ccc(F)cc1 (stereo not given)
    i | i
60. C/C(=N\Nc1c(F)c(F)c(Br)c(F)c1F)c1ccncc1
    i | i

Random excerpt: 4 records from the list
Fields: CHT block | CHT PAM
47. O=C(COc1ccccc1)Nc1nnc(-c2ccc(Cl)cc2)o1
    i | i
44. Nc1cccc(Nc2ccccc2)c1
    i | i
60. C/C(=N\Nc1c(F)c(F)c(Br)c(F)c1F)c1ccncc1
    i | i
57. O=C(Nc1nccs1)c1ccc(-c2ccc(F)c(Cl)c2)o1
    i | i

Additional entries follow.
Fields: CHT block | CHT PAM
61. CCOc1ccc(NC(=O)c2ccc(-c3csc(C)n3)cc2)cc1
    i | i
62. CC1(C)CC(N2CCCC2)=CC(=[N+]2CCCC2)C1
    i | 8.6*
63. COCCCC1CCN(Cc2nc(-c3ccccc3)no2)CC1
    i | i
64. COCCn1c(C)cc(/C=N/NC(=O)c2cccnc2)c1C
    i | i
65. Cc1cccc(NC(=O)c2cc(S(=O)(=O)N3CCc4ccccc43)cn2C)c1C
    i | i
66. O=C1CCCc2sccc2N1
    i | i
67. O=C1c2ccccc2C(=O)N1OCc1ccccc1[N+](=O)[O-]
    i | i
68. O=C(NCCOc1ccc2ccccc2c1)c1cncc(Br)c1
    i | i
69. NS(=O)(=O)c1cc(C(=O)NCCc2ccccn2)ccc1Cl
    i | i
70. CCNC(=S)N/N=C/c1cn(Cc2ccccc2F)c2ccccc12
    i | i
71. CCCNC(=O)COC(=O)/C=C/c1ccc(C)o1
    i | i
72. COc1ccc(OC)c(NC(=O)c2ccc3c(=O)n(CCc4ccccc4)c(=S)[nH]c3c2)c1
    i | i
73. Cc1ccc2nc(-c3ccccc3NC(=O)CCC(=O)O)c(=O)[nH]c2c1
    i | i
74. Cc1ccc(CNC(=O)CCc2c(C)[nH]c(=O)c(C#N)c2C)cc1
    i | i
75. CC1CCCCN1C(=O)Cn1c(=O)oc2ccccc21 (stereo not given)
    i | i
76. Cc1ccc(CNC(=O)c2ccc(CN3CCOCC3)cc2)cc1
    i | i
77. COC(=O)C1=C(C)N(Cc2cccnc2)C(=O)/C1=C\c1cccs1
    i | i
78. CCOC(=O)Cn1c(S(=O)(=O)Cc2ccc(F)cc2)nc(-c2ccccc2)c1-c1ccccc1
    i | i
79. COCCCNCCOCCOc1ccc(Cl)cc1Br
    i | i
80. CCOC(=O)CN(C(=O)CSc1nnc(-c2cccc(OC)c2)o1)c1ccc(F)cc1
    i | i
81. S=C(Nc1cccc(Cl)c1Cl)N1CCCC1
    i | i
82. COc1ccc(CN(CC(=O)NCc2ccc(F)cc2)C(=O)CCC(=O)Nc2cc(C)ccn2)cc1
    i | i
83. O=C1CCCC(O)=C1C=Nc1ccc2c(c1)oc1ccccc12
    i | i
84. Cc1cccc2cc3ccccc3nc12
    i | i
85. S=C(NCc1ccccc1)N1CCN(Cc2ccc3c(c2)OCO3)CC1
    i | i
86. O=C1c2ccccc2C(Nc2ccc(S(=O)(=O)N3CCOCC3)cc2)N1Cc1ccco1 (stereo not given)
    i | i
87. Nc1nc(SCC(=O)Nc2ccccc2Sc2ccc(Cl)cc2)n[nH]1
    i | i
88. Cc1ccc(S(=O)(=O)N/N=C/c2ccc(O)c(O)c2)cc1[N+](=O)[O-]
    i | i
89. O=C(CSc1nnc(CNc2ccc(F)cc2)o1)N1c2ccccc2Sc2ccccc21
    i | i
90. COc1cc(NC(C)=O)c2ncccc2c1NC(C)=O
    i | i
91. O=C(Nc1ccc(F)cc1F)c1cc(-c2ccco2)on1
    i | i
92. COc1ccc(N2C(=O)c3ccccc3NC23CCCC3)cc1
    i | i
93. Clc1ccc(COc2cccc(CNCc3ccncc3)c2)cc1
    i | i
94. Cc1nc2nc(-c3ccc(Cl)cc3)cn2nc1C
    i | i
95. Cc1cc(C)c2sc(NC(=O)c3ccc(N4C(=O)CCC4=O)cc3)nc2c1
    i | i
96. CC1CCC/C(=N\NC(=O)COc2ccccc2Cl)C1 (stereo not given)
    i | i
97. COc1cc2c(cc1OC)CN(CC(=O)Nc1ccc(F)cc1F)CC2
    i | i
98. COc1ccccc1N1CCN(C(=O)c2cc(=O)c3c(C)cc(C)cc3o2)CC1
    i | i
99. COc1ccc(-n2nnc3c(=O)n(CC(=O)Nc4ccc5c(c4)OCCO5)cnc32)cc1OC
    i | i
100. COc1ccccc1C(=O)N/C(=N/c1nc(C)cc(C)n1)Nc1ccccc1
    i | i
101. CN(C)CCCNC(=O)c1cc(Br)ccc1O
    i | i
102. COc1ccc(CN2CCCC(C(=O)N3CCCCC3)C2)c(OC)c1 (stereo not given)
    i | i
103. O=C(O)c1ccccc1C(=O)Nc1ccc(S(=O)(=O)Nc2nccs2)cc1
    i | i
104. COc1ccc2[nH]c(=S)cc(C)c2c1
    i | i
105. O=[N+]([O-])c1cccc(-c2csc(Nc3ccccc3)n2)c1
    i | i
106. Oc1c(CN2CCc3ccccc3C2)cc(Cl)c2cccnc12
    i | i
107. CC/C(=N/NC(=O)c1ccccc1O)c1c(C)[nH]n(-c2ccccc2)c1=O
    i | i
108. Cc1cc(=O)[nH]c(SCC(=O)Nc2ccc(Cl)cn2)n1
    i | i
109. CCN1C(=O)CSC1=Nc1cccc(C(=O)O)c1
    i | i
110. COc1ccc(/C=N/N2CCN(c3ccc(Cl)cc3)CC2)cc1O
    i | i
111. Clc1ccc(SCc2cc(N3CCOCC3)nc(-c3ccccn3)n2)cc1
    i | i
112. CCOC(=O)c1ccc(NC(=O)c2sc3nc4n(c(=O)c3c2C)CCC4)cc1
    i | i
113. CC(C)CCNC(=O)[C@H](Cc1ccccc1)N1Cc2ccccc2C1=O
    i | i
114. COc1ccc(CCNC(=O)c2coc3ccccc3c2=O)cc1
    i | i
115. O=C(Cn1nnc(-c2ccccc2NC(=O)c2cccs2)n1)Nc1ccccc1
    i | i
116. COc1ccc(N2C3=C(C(=O)CC(C)(C)C3)C(c3ccccc3OC)C3=C2CC(C)(C)CC3=O)cc1
    i | i
117. NC(=O)C1CCN(c2ccnc3cc(Cl)ccc23)CC1
    i | i
118. COc1cccc(CNC(=O)CCc2nnc(C3CCCCC3)o2)c1
    i | i
119. Cc1ccc(C2C(C#N)=C(N)Oc3n[nH]c(C)c32)cc1 (stereo not given)
    i | i
120. Cc1nn(-c2ccccc2)c2sc(C(=O)c3c(N)n(C)c(=O)n(C)c3=O)cc12
    i | i

The results go on:
Fields: CHT block | CHT PAM
121. Cc1ccc(S(=O)(=O)N2CCOCC2)cc1C(=O)NC1CCCC(C)C1C (stereo not given)
    i | i
122. COc1ccc(OC)c(NC(=O)Cn2c(CCC(=O)O)ccc2-c2ccc(C)cc2)c1
    i | i
123. COc1ccc(S(=O)(=O)Nc2cc3c(C(C)=O)c(C)oc3c3ccccc23)cc1
    i | i
124. Cc1cc(C)c(NC(=O)CN(C)S(=O)(=O)c2ccc3c(c2)n(C)c(=O)c(=O)n3C)c(C)c1
    i | i
125. COc1cc(CN2CCN(c3cccc(C)c3C)CC2)cc([N+](=O)[O-])c1O
    i | i
126. Cc1cc(N(C)N)nc(NC(=O)NS(=O)(=O)c2ccccc2Cl)n1
    i | i
127. CC(C)(C)c1ccc(C(=O)NC(=S)N2CCOCC2)cc1
    i | i
128. Cc1nc2ccccc2nc(C)c1=NOCc1ccc(C#N)cc1
    i | i
129. Cc1ccc(/C=C2\SC(=O)N(CCC(=O)N3CCN(C)CC3)C2=O)cc1
    i | i
130. Cc1ccc(S(=O)(=O)C2C(=O)N(C)C3(C)CC2c2ccccc2O3)cc1 (stereo not given)
    i | i
131. COc1ccc(Cl)cc1NC(=O)C(C)N(C)Cc1ccc(C(F)(F)F)cc1 (stereo not given)
    i | i

Source: PubChem
